Bioassay records: PubChem BioAssay, several laboratories
XIAP antagonists – XIAP antagonists, biochemical, IAP family, fluorescence polarization (AID 1018); XIAP BIR domain, fluorescence polarization peptide displacement; higher % means a stronger effect; E3 ubiquitin-protein ligase XIAP (Homo sapiens); 200,000 tested, 0.007% active; displacement, % at 20 µM; hits with a dose series show IC50 in µM; in the data active means displacement above about 50%; further: a part of the inactive calls stands beside numbers as strong as those of hits
PMI inhibition – human PMI inhibitors, high substrate, primary screen, biochemical, fluorescence intensity, high mannose 6-phosphate (AID 1220) | recombinant PMI enzyme, coupled fluorescence intensity; higher % means a stronger effect | inhibition, % at 20 µM, or IC50 in µM where a hit was titrated | 190,000 tested, 0.66% active; in the data active means inhibition above about 50%
ER stress rescue – rescue of cells from ER stress-induced death, primary screen, 384-well, CSM14.1, thapsigargin, ATP luminescence (AID 1222) | one-dose cellular ATP content (survival), % at 20 µM; EC50 in µM for titrated hits | 190,000 tested, under 10 active | CSM14.1 thapsigargin-induced death rescue, ATP luminescence; higher % means a stronger effect;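 active means EC50 below 50 µM in the dose-response confirmation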;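 further: death triggered by thapsigargin at about 15 µM added after 2 h compound pretreatment; cell ATP read after overnight thapsigargin exposure of roughly 18 to 22 hours; normalized against plate controls of thapsigargin alone and 5% DMSO vehicle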
Yfh1-depleted yeast – enhancers of respiration in Yfh1-depleted yeast, dose response, Friedreich's ataxia, plus single-dose screen (AID 1465); S. cerevisiae Yfh1-off respiration, WST-1 reduction, 72 h; higher fold induction means a stronger effect; one-dose fold induction at 50 µM; EC50 in µM for titrated hits; 220,000 tested, 0.074% active;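 active means fold induction of absorbance versus untreated yeast above a set limit, then at least 30% activation at any dose in follow-up; inconclusive means repeats straddling the limit, or above it without dose testing; inactive means fold induction below the set limit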;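 further: activators that raise dye reduction in frataxin-depleted yeast; strong numbers were not always called active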
SIAH1 antagonists – Siah-1 peptide-binding antagonists, primary screen, biochemical, fluorescence polarization, rhodamine-plectin, uHTS (AID 1817). E3 ubiquitin-protein ligase SIAH1 (Homo sapiens). Siah-1 / rhodamine-plectin peptide fluorescence polarization; higher % means a stronger effect. one-dose displacement, % at 20 µM; IC50 in µM for titrated hits. 290,000 tested, 0.02% active;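 active means displacement of at least 50% at 20 µM, with a fluorescence ratio check between 0.3 and a set limit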;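 further: plate controls were Siah plus tracer with DMSO for no effect and tracer alone without Siah for full effect; strong numbers were not always called active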
West Nile antiviral – West Nile virus antiviral activity, cell-based, CPE readout (AID 1621). CPE inhibition, % at 10 µM; hits with a dose series show IC50 in µM. West Nile virus-infected cells, CPE inhibition; higher % means a stronger effect. 290,000 tested, 0.02% active; in the data active means a potency from the dose series; inconclusive means CPE inhibition mostly from about 3.7% at the one dose, without a potency; inactive means the rest, 99 in 100 with CPE inhibition below about 2.2%; further: strong numbers were not always called active
PhoP inhibition – inhibitors of PhoP regulon expression, primary screen, Salmonella Typhimurium, GFP reporter (AID 1863); 300,000 tested, 0.16% active; inhibition, % at 50 µM, or IC50 in µM where a hit was titrated; S. Typhimurium PhoP-regulated promoter GFP reporter, 4 h; higher % means a stronger effect;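 active means inhibition over 29.93%, a cutoff 3 SD above the screen mean, later confirmed by dose response; inconclusive means inhibition over 29.93% but no dose response follow-up; inactive means inhibition at most 29.93% or unconfirmed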;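 further: 0% = low Mg2+ inducing control and 100% = high Mg2+ repressing control; strong numbers were not always called active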
M17LAP inhibition – P. falciparum M17LAP inhibitors, primary screen, biochemical, fluorogenic H-Leu-NHMec substrate, 1536-well (AID 1619) | Leucine aminopeptidase (Plasmodium falciparum (isolate 3D7)) | recombinant M17LAP, H-Leu-NHMec fluorogenic kinetic assay; higher % means a stronger effect | one-dose inhibition, % at 30 µM; IC50 in µM for titrated hits | 220,000 tested, 0.38% active;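 active means compound inhibiting the enzyme by more than half at any dose during confirmatory dose-response retesting; inconclusive means strong single-dose inhibitors picked by rank but not retested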;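 further: plate controls were full reaction with DMSO carrier for no effect and no enzyme background for full effect; strong numbers were not always called active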
P. falciparum M1AAP – P. falciparum M1AAP inhibitors, biochemical, fluorogenic H-Leu-NHMec substrate, 1536-well (AID 1445); 220,000 tested, 0.42% active; recombinant M1AAP, H-Leu-NHMec fluorogenic kinetic assay; higher % means a stronger effect; one-dose inhibition, % at 30 µM; IC50 in µM for titrated hits;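 active means primary inhibition above the hit cutoff, then over 50% inhibition at one or more dose response concentrations, cut at about 23% in these data, passing the limit was not always enough; inconclusive means conflicting primary data, or primary hits not chosen for dose response; inactive means low primary inhibition, or under 50% at every dose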;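 further: plate controls were DMSO full reaction for no effect and no enzyme background for full effect; strong numbers were not always called active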
* = called active by the depositor; i = inactive; ? = inconclusive; . = not tested or not shown.

smiles,XIAP antagonists,PMI inhibition,ER stress rescue,Yfh1-depleted yeast,SIAH1 antagonists,West Nile antiviral,PhoP inhibition,M17LAP inhibition,P. falciparum M1AAP
Cc1cc(C)nc(-n2nc(C)c(Br)c2Nc2ccc(Br)cc2)n1,-6.2%,-1%,4.5%,i,1%,0.8%,-12%,7%,6%
CCn1nnnc1SCC(=O)Nc1ccc2c(c1)OCCO2,-5.1%,11%,-2.1%,i,5%,0.4%,4%,15%,6%
CCOC(=O)C1CCN(c2ccc([N+](=O)[O-])c(C(C)=O)c2)CC1,-1.3%,9%,.,i,2%,-0.1%,1%,14%,16%
CN(C)S(=O)(=O)N1CCCN(S(=O)(=O)N(C)C)CC1,-1.8%,6%,-1.3%,i,2%,-0.1%,14%,-9%,-5%
C/C(=N\Nc1ncc(Cl)cc1Cl)c1ccccn1,-5.1%,-4%,-3.4%,i,-2%,?,10%,3%,4%
CCC(=O)N1CCN=C1SCc1ccc(F)cc1,-2.5%,3%,1.3%,i,0%,-0.2%,-6%,3%,1%
COc1cc(S(=O)(=O)Nc2cccc(C(=O)O)c2)c(OC)cc1Cl,-6.2%,-15%,-1.0%,i,-3%,0.1%,-4%,9%,9%
Cc1ccc(-n2c(SCC(=O)Nc3ccc4c(c3)OCCO4)nnc2-c2ccco2)cc1,-4.7%,7%,0.0%,i,5%,0.0%,-12%,55%,7%
O=C1[C@@H]2CSCN2C(=O)CN1CCc1cccc(F)c1,-13%,-2%,4.3%,i,4%,0.6%,5%,4%,13%
CC(C)C(NC(=O)CSc1ccc(Cl)cc1)C(C)C,-3.3%,6%,-0.5%,i,0%,-0.1%,27%,-8%,-4%
Cc1ccc2cc(C(c3nnnn3C3CCCC3)N(Cc3cccnc3)Cc3ccco3)c(=O)[nH]c2c1 (stereo unspecified),-5.5%,0%,-1.4%,i,-4%,-0.1%,1%,-6%,15%
CCc1nnc(NC(=O)CSc2nccn2-c2cccc(C)c2C)s1,-2.3%,8%,1.4%,i,-2%,-0.4%,-3%,0%,10%
COC(=O)CN1C(=S)N(c2ccc(Cl)cc2)C(=O)C1CC(=O)Nc1ccccc1 (stereo unspecified),-1.5%,9%,-0.1%,i,0%,0.1%,-2%,-7%,-2%
CCC(=O)Nc1ccc2c(c1)C(=O)c1ccccc1C2=O,-5.0%,-66%,-0.4%,i,-6%,0.0%,-6%,-6%,8%
Cc1cccc(-c2nsc(SCC(=O)Nc3nccs3)n2)c1,1.3%,-2%,-3.2%,i,0%,-0.8%,-6%,44%,3%
O=C(CSc1ccc(F)cc1)N1CCC(c2nc3ccccc3s2)CC1,-2.8%,2%,-1.6%,.,-6%,.,4%,7%,12%
CC(C)OC(=O)CSc1nc(C(C)C)nc2ccccc12,-6.9%,.,-0.3%,i,3%,-0.3%,5%,-20%,-1%
Cc1ccc2nc(C)c3c(c2c1)OC(C(C)(Cl)Br)C3 (stereo unspecified),.,.,.,i,-2%,-0.4%,1%,18%,0%
CCOC(=O)C1CCN(S(=O)(=O)Cc2ccc(Cl)cc2)CC1,-4.7%,1%,.,i,2%,0.3%,-1%,-10%,-1%
Cn1c(=O)c2c(nc(Br)n2CCSc2nnnn2-c2ccccc2)n(C)c1=O,-1.6%,17%,-3.4%,i,4%,3.2%,12%,-13%,5%
C=C(C)C1CC=C(CN2CCC(C(=O)OCC)CC2)CC1 (stereo unspecified),-3.0%,-4%,0.8%,i,4%,0.7%,14%,11%,2%
CC1CC(NS(=O)(=O)c2cccs2)CC(C)(C)C1 (stereo unspecified),-5.7%,-3%,-0.1%,i,1%,-0.5%,17%,-13%,-6%
Cc1ccc(/C=N/Nc2cc(C)nc(N3CCOCC3)n2)cc1,.,.,.,i,3%,-0.6%,-8%,0%,4%
O=C(CC(NC(=O)c1ccccc1)c1ccccc1)Nc1cccc2ccccc12 (stereo unspecified),-3.5%,4%,1.0%,i,0%,-1.0%,2%,-7%,1%
Nc1cc(Cl)ccc1N1CCCCC1,-3.0%,16%,-0.7%,i,-3%,0.3%,4%,7%,0%
CNc1cc(CSc2ccc(Cl)cc2)nc(C)n1,-4.4%,-10%,-0.4%,i,3%,-0.6%,2%,-5%,8%
CCOc1ccc2nc(N/C(N)=N/C(=S)Nc3cccc(C)c3)nc(C)c2c1,-4.8%,4%,-2.4%,i,1%,0.4%,-7%,-11%,11%
CCOC(=O)CSc1nc2c(sc3ccc([N+](=O)[O-])cc32)c(=O)n1Cc1ccco1,-6.6%,12%,8.0%,i,-4%,-0.4%,12%,-5%,-2%
CN1C(c2ccc(F)cc2)=CS/C1=C(\C#N)c1nnc2n1-c1ccccc1SC2,-4.9%,-6%,0.0%,i,1%,0.1%,17%,0%,11%
COc1ccc(NC(=O)CNc2cc(S(=O)(=O)N3CCOCC3)ccc2NCC2CCCO2)cc1 (stereo unspecified),-6.5%,49%,-1.1%,i,10%,-0.4%,-5%,6%,8%
COc1cc(C(=O)OCCCN(C)C)cc(OC)c1OC,.,.,.,i,-3%,0.2%,-14%,15%,-1%
O=C(Nc1cccc(Cl)c1)c1cnn2cccnc12,-2.0%,5%,.,i,7%,-0.2%,11%,-3%,2%
CCOC(=O)N1CCN(S(=O)(=O)c2cc(Cl)c(OC)cc2Cl)CC1,-5.1%,-7%,2.3%,i,-3%,-0.2%,3%,-3%,4%
O=C(CC1SC(=O)N(c2ccccc2)C1=O)Nc1cccc2ccccc12 (stereo unspecified),.,.,.,i,-5%,-0.4%,-1%,-9%,14%
COc1ccc(CN2CCN(C)CC2)cc1OCc1ccccc1,-2.5%,-2%,0.4%,i,4%,.,0%,-2%,-3%
Cc1ccc(C2(C)NC(=O)N(CC(=O)Nc3ccc4c(c3)OCO4)C2=O)cc1 (stereo unspecified),-11%,11%,-1.3%,i,2%,-1.2%,-4%,4%,14%
O=C(c1cccc(NS(=O)(=O)c2ccc(F)c(F)c2)c1)N1CCN(C(c2ccccc2)c2ccccc2)CC1,-8.8%,12%,-2.1%,i,-3%,0.5%,-12%,-9%,-3%
CN(C)/C=C/C(=O)/C=C/c1ccc(Cl)cc1Cl,-2.7%,-5%,-2.2%,i,1%,-0.4%,6%,14%,9%
CCN(CC)c1ccc(NC(=O)C2CCC(CNc3c(N4CCCC4)c(=O)c3=O)CC2)c(C)c1 (stereo unspecified),.,.,.,i,15%,0.2%,-4%,4%,8%
CCOC(=O)C1CCN(C(=O)CSc2nccc(C)n2)CC1,-3.8%,-8%,-1.9%,i,1%,0.5%,9%,-2%,-1%
O=C(Nc1ccc(Cc2ccncc2)cc1)C1CC1,-3.8%,7%,-2.5%,i,2%,-0.7%,-3%,3%,-2%
Cc1nc2cc(-c3ccc(Cl)cc3)nn2c(NCCN(C)C)c1C,0.2%,4%,1.0%,i,-7%,2.2%,-7%,3%,9%
CC(C)c1[nH]nc2c1C(c1ccc(OC(=O)c3ccco3)cc1)C(C#N)=C(N)O2 (stereo unspecified),-2.6%,10%,-1.7%,i,7%,0.2%,2%,14%,5%
CCCOc1ccc(N2C(=O)C/C(=C\c3ccccc3)C2=O)cc1,.,.,.,i,-3%,-0.2%,-8%,0%,1%
O=C(COC(=O)C1CCC1)NCc1ccccc1Cl,2.3%,3%,4.3%,.,7%,0.1%,12%,9%,2%
CCC(CC)c1nnc(NC(=O)Cc2ccccc2[N+](=O)[O-])s1,-0.9%,6%,-0.5%,i,5%,0.0%,21%,1%,-5%
Cc1ccc(-c2nc(=S)c3c(n2Cc2ccco2)CCCC3)cc1,-7.5%,6%,-2.5%,i,0%,-0.1%,-9%,13%,1%
Cc1cc(Br)c(S(=O)(=O)NCCN2CCOCC2)cc1C,-1.5%,-6%,0.5%,i,1%,-0.3%,3%,-1%,-2%
O=C1OC(Nc2ccc(Cl)cn2)c2ccccc21 (stereo unspecified),-2.4%,-1%,-2.6%,i,0%,0.1%,-6%,9%,-1%
CCN(c1ccccc1)S(=O)(=O)c1ccc(Cl)c(NC(=O)Nc2ccc(Cl)cc2C#N)c1,-2.9%,6%,-5.9%,i,0%,-0.9%,21%,-1%,6%
O=C(CCCn1c(=S)[nH]c2cc3c(cc2c1=O)OCO3)N1CCN(c2ccc(F)cc2)CC1,-0.7%,5%,-1.3%,i,6%,-0.4%,-3%,3%,0%
CC1CC(=O)c2cnc(NCC3CCCO3)nc2C1 (stereo unspecified),0.2%,14%,.,i,1%,0.1%,4%,8%,1%
O=C(Nc1ccccc1)N(CCc1nc2ccccc2[nH]1)C1CCCC1,-3.7%,9%,0.2%,i,1%,0.8%,20%,14%,10%
Cc1ccc(NC(=O)CN(C)C(=O)Cn2cc(C(F)(F)F)ccc2=O)cc1,-4.3%,-4%,0.1%,i,6%,0.9%,2%,8%,3%
O=S(=O)(Nc1nc2ccccc2nc1-[n+]1ccccc1)c1ccc(Cl)cc1,-19%,3%,-0.5%,i,6%,0.9%,0%,17%,0%
NNc1cc([N+](=O)[O-])cc2c1C(=O)N(Cc1ccccc1)S2=O (stereo unspecified),-5.3%,-35%,-1.4%,i,0%,-0.3%,7%,21%,3%
Cn1cc(CN2C[C@]3(C)C[C@H]2CC(C)(C)C3)c(-c2ccc3c(c2)OCCO3)n1,-0.3%,7%,0.2%,i,-5%,-0.7%,1%,5%,2%
COc1ccc(C2NC(=O)NC(c3ccccc3)=C2c2nc3ccccc3s2)cc1 (stereo unspecified),-5.7%,4%,-2.0%,i,-4%,-1.0%,-4%,0%,-3%
